# Screening results deposited in PubChem by National Center for Advancing Translational Sciences (NCATS).
# CBFb-RUNX1 inh: inhibitors of human CBF-beta and RUNX1 interaction. Q01196+Q13951. 230,000 tested, under 10 active. AID 1477. Potency, µM (series often up to 59.8 µM), inactives show at the highest dose activity, negative = inhibition, most hits filed as inhibitors. AlphaScreen CBFb-His/RUNX1-biotin binding, biochemical; further: % of control where 0% means no effect
# Target sequence (Q01196 whole entry, looked up): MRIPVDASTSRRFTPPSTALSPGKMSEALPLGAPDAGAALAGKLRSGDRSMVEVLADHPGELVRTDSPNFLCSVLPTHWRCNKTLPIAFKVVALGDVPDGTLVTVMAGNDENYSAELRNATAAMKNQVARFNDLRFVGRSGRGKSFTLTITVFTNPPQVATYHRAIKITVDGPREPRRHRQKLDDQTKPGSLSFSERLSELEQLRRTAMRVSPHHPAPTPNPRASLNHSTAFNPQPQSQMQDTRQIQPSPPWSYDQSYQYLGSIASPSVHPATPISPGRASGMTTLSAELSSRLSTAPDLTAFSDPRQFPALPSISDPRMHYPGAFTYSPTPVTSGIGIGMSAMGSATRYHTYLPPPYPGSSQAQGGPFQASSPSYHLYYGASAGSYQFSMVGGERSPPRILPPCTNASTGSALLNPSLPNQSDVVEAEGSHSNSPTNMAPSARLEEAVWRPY
# Target sequence (Q13951 whole entry, looked up): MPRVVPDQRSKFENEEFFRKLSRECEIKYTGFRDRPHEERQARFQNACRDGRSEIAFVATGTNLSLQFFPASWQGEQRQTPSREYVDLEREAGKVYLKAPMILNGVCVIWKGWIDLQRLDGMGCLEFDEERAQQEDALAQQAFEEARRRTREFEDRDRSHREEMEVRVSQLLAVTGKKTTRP
#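 AlphaScreen proximity signal reports loss of binding between His-tagged CBF-beta and biotin-labelled RUNX1, each at 30 nM. Proteins are pre-associated for 20 minutes, compounds added for 15 minutes, then beads for 90 minutes, all at ambient temperature.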
# GAA inhib: blocks human lysosomal alpha-glucosidase; actives 0.005% (n = 200,000); purified human GAA, 4-MU-alpha-glucoside fluorescence; Potency, µM (titrated, usually from 76.9 µM), for the others: at the top dose activity change, negative = inhibition, most hits filed as inhibitors; P10253;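 further: potency means the concentration at half of the fitted maximal effect; plate controls were uninhibited enzyme wells for no effect and no-enzyme background for full effect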
#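 Compounds are titrated up to 77 uM against 4 nM human enzyme. Substrate 4-methylumbelliferyl-alpha-D-pyranoside (400 uM) reacts 20 min at room temperature in pH 5.0 buffer; liberated 4-methylumbelliferone is read at 440 nm.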
# HTT cytoprotect: cytoprotection in Huntington HTT-Q103 PC12 cell model; actives 0.14% (n = 230,000); PC12 HTT-Q103 induced, cytoprotection, ATP luminescence, 40 h; Potency, µM (series often up to 56.4 µM), without a hit: cytoprotection (ATP increase), actives largely listed as activators;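 further: potency means the concentration at half of the fitted maximal effect; % of control where 0% means no effect; nearly all actives have a fitted effect of over 45% in size; toxic huntingtin expression switched on by the ecdysone agonist tebufenozide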
#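 PC12 cells stably carrying ecdysone-inducible Htt exon 1 (Q103)–GFP were induced with 100 nM tebufenozide (final) alongside library compounds in a dose series. Cytoprotection was scored as retained ATP by ATPlite luminescence.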
# GAA glycogen mod: alters human alpha-glucosidase cleavage of glycogen; Potency, µM (top dose mostly 76.4 µM), for inactives: at the highest dose activity change, negative = inhibition, most hits filed as inhibitors; recombinant GAA, glycogen substrate, Amplex Red glucose oxidase fluorescence; P10253; actives 0.38% (n = 300,000); AID 2100;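 further: potency means the concentration at half of the fitted maximal effect; 0% = full enzyme reaction and -100% = no-enzyme basal signal; the screen sought inhibitors and activators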
#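 qHTS, 1536-well; enzyme 4 nM final; cpd up to 77 uM; substrate bovine liver glycogen 30 ug; 50 mM citrate/phosphate pH 5.0, 0.01% Tween-20; 37 C, 40 min; Amplex Red detection 45 min RT; Hill fit → AC50.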
# GAA spleen mod: lysosomal alpha-glucosidase (human) modulation. P10253. human spleen homogenate, 4-MU-alpha-glucoside fluorescence. Potency, µM (titrated, usually from 79.9 µM), without a hit: at the top dose activity change, negative = inhibition, usual class: inhibitors. actives 0.006% (n = 240,000). AID 2112;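 further: potency means the concentration at half of the fitted maximal effect; 0% = enzyme with vehicle and -100% = no enzyme basal signal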
#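 Compounds were titrated against alpha-glucosidase in spleen homogenate at pH 5.0, with 1 mM 4-methylumbelliferyl substrate for 40 min at 37 C. Reactions were quenched with pH 10 NaOH/glycine and fluorescence measured.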
# LMNA splice mod: LMNA splicing modulation | Potency, µM (series often up to 46.1 µM), without a hit: at the top dose ratio change, negative = inhibition, usual class: inhibitors | actives 0.01% (n = 200,000) | HeLa LMNA splicing GFP/RFP minigene ratio, 48 h; active means well fitted inhibition curve with a large enough effect in the signal ratio, with a control signal flat, not every such curve was filed as active; inconclusive means small, poorly fitted or top-dose-only effect, or effect the other way, or a change in a side signal; the % refers to the signal ratio; further: potency means the concentration at half of the fitted maximal effect; on the % scale 0 is the no-effect control and ±100 the full control effect
#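 S3 HeLa cells stably expressing lamin A-EGFP splicing minigene plus DsRed2, 600 cells/well, 48 h compound exposure at 37C. Laser-scanning cytometry; analysed as GFP (500-530 nm)/RFP (575-640 nm) total intensity ratio; 0.5% DMSO vehicle.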
# HttQ103 aggreg: mutant huntingtin aggregation inhibition; PC12 HttQ103-GFP aggregates, Acumen cytometry, 40 h; Potency, µM (highest dose often 46.1 µM), for inactives: at the highest dose activity change, negative = inhibition, actives largely listed as inhibitors; actives 1.1% (n = 220,000); further: potency means the concentration at half of the fitted maximal effect; on the % scale 0 is the no-effect control and ±100 the full control effect; nearly all actives have a fitted effect of over 60% in size
#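 Huntingtin Q103 exon 1–GFP aggregates in induced PC12 cells (100 nM tebufenozide) were quantified by cytometry from lysates, with compounds dosed in titration.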
# Numbers without * were called inactive; ? = inconclusive; / = not tested or not shown; & = joins results of further samples; [ ] = remark or other dose. Unless noted, the call rests on the fitted dose curve; in most records, active means well fitted curve in the direction sought with a large enough effect; inconclusive means small, poorly fitted or top-dose-only effect, or another doubt; inactive means no such curve, though single readings can be large; an effect the other way counts as inactive or inconclusive.
# The opening three compounds, to show the layout:
SMILES,CBFb-RUNX1 inh,GAA inhib,HTT cytoprotect,GAA glycogen mod,GAA spleen mod,LMNA splice mod,HttQ103 aggreg
Cc1cc(C)cc(C(=O)NCC(=O)OCc2c(C)noc2C)c1,-5.5%,-5.2%,5.5%[1.9 µM],17.2%,1.0%,-10.4%,-2.8%
COc1ccccc1NC(=O)CSc1nnc(Cn2nnc(-c3ccccc3)n2)n1-c1ccccc1,-11.7%,?,-6.4%,-2.2%,-2.2%,?,-17.0%
CC(=O)Nc1nonc1NC(=O)c1ccc(F)cc1,-3.2%,4.3%,-3.8%[10 µM],-9.8%,-5.2%,12.1%,-2.9%

# Main list, repeating the preview:
SMILES,CBFb-RUNX1 inh,GAA inhib,HTT cytoprotect,GAA glycogen mod,GAA spleen mod,LMNA splice mod,HttQ103 aggreg
Cc1cc(C)cc(C(=O)NCC(=O)OCc2c(C)noc2C)c1,-5.5%,-5.2%,5.5%[1.9 µM],17.2%,1.0%,-10.4%,-2.8%
COc1ccccc1NC(=O)CSc1nnc(Cn2nnc(-c3ccccc3)n2)n1-c1ccccc1,-11.7%,?,-6.4%,-2.2%,-2.2%,?,-17.0%
CC(=O)Nc1nonc1NC(=O)c1ccc(F)cc1,-3.2%,4.3%,-3.8%[10 µM],-9.8%,-5.2%,12.1%,-2.9%
CCOC(=O)C1CCCN(C2CC(=O)N(c3ccc(C)cc3)C2=O)C1 (stereo not drawn),6.4%,-0.3%,-4.0%,6.5%,-16.4%,10.0%,-1.2%
CCCCn1c(-c2nn(C)c(C)c2Cl)n[nH]c1=S,0.8%,1.5%,-24.0%,0.9%,-4.4%,9.7%,-12.6%
Cc1ccc(-c2nc(C)sc2CC(=O)Nc2nnc(C)s2)cc1,5.1%,-0.1%,-31.2%[inhibitor],6.5%,3.1%,?,-4.6%
CCOC(=O)c1nnn(-c2nonc2N)c1COc1cc(C)c(Cl)c(C)c1,14.7%,-11.0%,-8.0%[10 µM],-17.7%,-1.1%,-4.4%,4.2%
CC1CCCC(NC(=O)COC(=O)c2ccc(S(=O)(=O)N3CCOCC3)cc2)C1C (stereo not drawn),4.4%,2.1%,-128.0%[inhibitor],-9.8%,12.8%,2.2%,12.1%
Cc1cc(C)c2c(=O)n(CC(=O)N3CCC(N4CCCCC4)CC3)sc2n1,-1.8%,2.4%,-26.2%,-10.0%,-2.6%,0.7%,3.0%
COc1ccc(CCNC(=O)c2ccc(=O)[nH]c2)cc1,-3.8%,-1.2%,-6.4%,-4.5%,-15.4%,?,26.1%
COc1ccc(NC(=O)CSc2nccn2-c2ccccc2)cc1,-5.2%,0.7%,-12.9%,3.8%,6.3%,2.2%,6.8%
O=C(NCc1cccnc1)c1ccc(CS(=O)(=O)c2ccc(Cl)cc2)o1,-8.7%,-3.8%,10.4%,3.3%,6.7%,4.7%,-32.0%
O=C(COC(=O)c1c(F)cccc1F)c1ccc[nH]1,0.7%,/,7.7%[10 µM],4.3%,-4.9%,/,-1.9%[9.22 µM]
O=C1CCCC2=C1C(c1ccc(OS(=O)(=O)c3ccc(Cl)cc3)cc1)C1=C(CCCC1=O)O2,-1.1%,-7.9%,-30.4%,1.4%,-6.3%,1.8%,-25.0%
COc1ccc2c(c1)CCC/C2=N\OC(=O)c1ccccc1F,21.0%,-5.2%,/,15.9%,-6.8%,/,-9.2%
Nc1sc2c(c1C(=O)NC1CCS(=O)(=O)C1)CCC2 (stereo not drawn),2.2%,2.4%,-8.7%,?,2.5%,-6.9%,-6.3%
O=c1c2ccccc2nc2n1CCS2,1.9%,3.0%,16.6%[0.074 µM],-10.6%,-1.6%,1.5%,4.2%
CC(C)CCNC(=O)CN(CC1CCCO1)C(=O)CCC(=O)Nc1nccs1 (stereo not drawn),-2.2%,-3.3%,-27.9%,-3.3%,-0.1%,1.9%,16.9%
O=C(COC(=O)CCCNC(=O)c1ccc(Cl)cc1)Nc1ccc(Br)cc1,4.1%,-0.1%,28.2%[10 µM],8.1%,7.6%,5.5%,-3.0%
CCC(=O)N1CCC2(CC1)Oc1ccc(Cl)cc1C(=O)C21CC(c2ccccc2)=NO1 (stereo not drawn),1.3%,/,-12.7%[10 µM],-2.7%,8.0%,/,7.8%[9.22 µM]
COc1cc(C2C(C(=O)c3ccco3)=C(O)C(=O)N2Cc2cccnc2)cc(OC)c1OC (stereo not drawn),1.6%,2.9%,-0.4%,-1.3%,1.9%,10.5%,6.4%
CCOC(=O)c1c(C)[nH]c(N=Nc2ccccc2Cl)c1C,/,/,13.8%[10 µM],-13.2%,-17.6%,/,-18.4%[9.22 µM]
CC(=O)NCCNc1ncncc1-c1ccccc1C,/,/,-14.0%,/,4.7%,6.0%,/
O=c1nc(N/N=C/C=C/c2ccccc2)cn[nH]1,11.6%,/,26.3%[10 µM],0.9%,-3.6%,/,-17.2%[9.22 µM]
Cc1cc(=O)oc(C)c1C(=O)O,13.6%,-2.7%,-12.4%,-2.7%,-4.2%,9.3%,-7.0%
COc1ccc(Br)cc1S(=O)(=O)NCc1ccccc1,3.4%,3.1%,0.3%[10 µM],-3.8%,1.1%,-2.6%,23.5%
CCN(CC(=O)NCc1cccs1)C(=O)c1cc(S(=O)(=O)N2CCOCC2)ccc1C,7.2%,-0.4%,0.2%[10 µM],-1.6%,-7.6%,-4.4%,-8.2%
COc1cccc2cc(C(=O)N3CCN(c4ccccn4)CC3)c(=O)oc12,3.2%,-5.6%,18.7%,1.7%,-0.9%,-3.5%,22.2%
COCCOC(=O)/C(=C/c1ccc(OC(=O)c2ccccc2)cc1)C(C)=O,9.1%,-1.4%,/,1.3%,-1.3%,?,7.0%
Cc1cc(C)n(CC(=O)c2ccc(Br)cc2)c(=O)c1C#N,0.1%,?,-3.8%,-0.4%,-3.4%,-3.0%,-3.7%[9.22 µM]
O=C(CSc1nnnn1-c1ccccc1)N1CCc2ccccc21,4.0%,-2.2%,-19.8%,-0.9%,0.1%,7.9%,12.1%
Clc1ccc(OCc2nc(-c3ccccn3)no2)c(Br)c1,4.0%,-1.0%,-21.7%[10 µM],-9.3%,1.5%,?,30.2%
CC(C)(C)NC(=O)[C@@H]1C[C@@H]2CCCC[C@@H]2CN1C[C@@H](O)[C@H](Cc1ccccc1)NC(=O)[C@H](CC(N)=O)NC(=O)c1ccc2ccccc2n1,1.5%[21.7 µM],/,-109.2%[inhibitor],12.8%[76.3 µM],-7.6%,?,-34.0%
O=C(CCN1CCOCC1)NNC(=O)/C(=C/c1ccccc1)NC(=O)c1ccccc1,-0.4%,1.6%,-16.1%,-3.9%,1.7%,/,7.0%
Cc1cc(NC(=O)CSc2nc3c(c(=O)n2-c2ccc(Br)cc2)SCC3)no1,3.6%,-11.4%,-6.3%[10 µM],2.0%,-3.1%,-6.3%,-8.6%
Cc1ccc(OCC(=O)NNC(=O)C2CCCO2)c(C)c1 (stereo not drawn),-5.0%,-4.1%,-11.4%,3.1%,-8.8%,16.7%[46 µM],-9.0%
CCCC(CCC)=NNC(=O)CN(Cc1ccccc1)S(=O)(=O)c1ccccc1,6.5%,-14.3%,-11.7%[10 µM],7.6%,-4.3%,-11.9%,5.9%
CCn1c(N)c(C(=O)NCc2cccnc2)sc1=S,-4.1%,-7.8%,-15.2%,-2.4%,-9.6%,-0.7%,17.4%
CC1CCN(C(=O)CSc2nnc(-c3ccncc3)n2C)CC1,6.7%,-2.9%,3.9%[1.9 µM],4.2%,-6.5%,-6.2%,-19.4%
COC(=O)c1cccc(C23CC4(C2)[C@H](CN(Cc2ccc(C(F)(F)F)cc2)[C@@H]4c2ccccc2)C3c2ccc(C(F)(F)F)cc2)c1 (stereo partly drawn),-0.3%&21.4%,/,-11.3%,2.9%,-12.5%&1.9%,/,3.6%[9.22 µM]
CC(=O)NC(CC(=O)Nc1nccs1)c1ccccc1 (stereo not drawn),6.3%,/,-10.6%[10 µM],5.4%,-4.4%,/,1.9%[9.22 µM]
CC(C)CCOP(=O)(c1ccc(N(C)C)cc1)C(O)c1ccccn1 (stereo not drawn),0.4%,-2.2%,-15.7%[0.074 µM],3.2%,-10.7%,8.2%,-2.6%
Cc1ccc(-c2noc(CCC(=O)NCc3ccc4c(c3)OCO4)n2)cc1,3.8%,-3.6%,-14.5%,-23.8%,2.2%,?,-6.1%
COc1cccc(S(=O)(=O)NCC(=O)Nc2ccc(C(C)(C)C)cc2)c1,-1.9%,1.5%,/,7.6%,-16.4%,?,-1.1%
Cc1cc(C)c(C#N)c(SCC(=O)NC(C)(C)C)n1,1.2%,-5.0%,-16.9%,-1.4%,-4.9%,-17.9%,-20.2%
O=C(N/N=C/c1ccccc1Cl)c1ccc(F)cc1,1.5%,6.5%,-49.5%[inhibitor],-1.8%,1.6%,-0.1%,-10.6%
COc1cc(C(=O)NCC2CCCO2)ccc1OCc1c(C)noc1C (stereo not drawn),12.2%,-1.9%,-14.0%,-8.6%,-0.4%,-9.3%,11.9%
CCOC(=O)[C@]1(C(NC(=O)OC)c2cccc(C)c2)CCCC1=O (stereo partly drawn),4.1%[13.1 µM],/,-3.7%[10 µM],/,-0.1%[17.4 µM],/,/
CC(C)OC(=O)CN1C(=O)C(C)(C)Oc2ccc(C(=O)NC(C)(C)C)cc21,4.1%,-19.1%,-9.7%[10 µM],2.5%,-4.9%,-6.0%,-14.2%
CCOC(=O)C1C(=O)C=C(/C=C/c2ccccc2)CC1c1ccc(Cl)cc1 (stereo not drawn),7.0%,-11.5%,-17.3%,-3.0%,-4.5%,-5.8%,?
Cc1ccccc1C(NC(N)=O)c1ccccc1 (stereo not drawn),6.0%,3.7%,-5.0%[0.074 µM],-3.0%,-4.5%,3.6%,12.9%
COc1ccc(-c2noc(-c3cccc(OC)c3OC)n2)cc1OC,4.1%,-6.6%,-59.3%[inhibitor],6.9%,3.1%,-9.9%,-6.5%
Cc1cccc(N2CCN(C(=O)c3cccn4c(=O)c5c(C)c(C)sc5nc34)CC2)c1C,4.1%,0.3%,12.4%,2.2%,2.0%,19.0%,-3.8%
COC/C=C/C1=CC2=CC(=O)C(C)(OC(=O)c3cnc4ccccc4n3)C(=O)C2=CN1CC(C)C (stereo not drawn),-10.7%[13.1 µM],/,-2.8%[10 µM],/,8.5%[17.4 µM],-6.0%[9.22 µM],/
